Assay outcomes as filed in PubChem BioAssay.
OX1R antag – antagonists of human orexin 1 receptor (OX1R) | Orexin/Hypocretin receptor type 1 (Homo sapiens), O43613 | OX1R-expressing cells, FRET antagonist read-out | inhibition, % at 6.6 µM | 330,000 tested, 1.8% active; in the data active = inhibition mostly above about 38%, no sharp cut-off; inactive = mostly below about 40%;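 also: 0% = agonist challenge alone and 100% = reference antagonist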
Target sequence (O43613 whole entry, looked up): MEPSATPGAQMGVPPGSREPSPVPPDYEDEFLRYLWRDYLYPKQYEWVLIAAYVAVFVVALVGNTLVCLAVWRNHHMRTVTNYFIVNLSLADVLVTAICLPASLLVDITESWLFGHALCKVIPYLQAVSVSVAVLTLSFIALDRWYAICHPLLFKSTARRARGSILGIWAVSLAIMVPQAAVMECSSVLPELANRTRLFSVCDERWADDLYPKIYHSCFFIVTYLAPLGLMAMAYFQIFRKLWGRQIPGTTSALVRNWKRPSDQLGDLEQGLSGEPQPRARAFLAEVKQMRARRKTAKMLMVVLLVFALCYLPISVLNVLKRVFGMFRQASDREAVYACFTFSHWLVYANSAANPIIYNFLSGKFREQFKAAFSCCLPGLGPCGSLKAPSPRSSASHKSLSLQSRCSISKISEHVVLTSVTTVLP
STK33 kinase inh – inhibitors of purified STK33 kinase, primary screen, biochemical, ADP-Glo luminescence, homogeneous, cell-free | AID 2661, 2010 | 320,000 tested, 0.073% active | Serine/threonine-protein kinase 33 (Homo sapiens), Q9BYT3 | MBP phosphorylation | inhibition, % at 10 µM;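 active = inhibition at or above 25%, using the most active replicate where run in duplicate; inactive = inhibition below 25%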
Target sequence (Q9BYT3 whole entry, looked up): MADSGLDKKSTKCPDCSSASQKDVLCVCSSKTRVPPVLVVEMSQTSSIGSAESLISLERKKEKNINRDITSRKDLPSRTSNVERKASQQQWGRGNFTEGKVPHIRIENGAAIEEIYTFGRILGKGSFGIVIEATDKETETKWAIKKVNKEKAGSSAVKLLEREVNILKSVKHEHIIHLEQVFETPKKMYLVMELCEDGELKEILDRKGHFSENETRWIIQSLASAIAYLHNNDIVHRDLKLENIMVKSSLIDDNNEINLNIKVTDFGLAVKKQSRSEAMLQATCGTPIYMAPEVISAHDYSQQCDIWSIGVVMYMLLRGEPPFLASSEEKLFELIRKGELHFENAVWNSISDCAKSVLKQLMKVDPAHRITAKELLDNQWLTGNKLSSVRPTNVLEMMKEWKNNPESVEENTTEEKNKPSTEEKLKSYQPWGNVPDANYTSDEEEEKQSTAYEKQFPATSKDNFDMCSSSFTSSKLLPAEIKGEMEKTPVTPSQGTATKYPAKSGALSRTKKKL
* hit, by the source's call; · = not tested or not shown; & = joins results of further samples.

cpd | SMILES | OX1R antag | STK33 kinase inh
1 | N#CCCN(C(=O)COC(=O)CCC(=O)c1cccs1)c1ccccc1 | 5 | 0.2
2 | C=CCn1c(C)c(C(=O)OCC)c2cc(O)c3ccccc3c21 | · | -1.8
3 | NCCCC[C@H](N[C@@H](CCc1ccccc1)C(=O)O)C(=O)N1CCC[C@H]1C(=O)O | 5&3 | -1.1&-1.3
4 | COc1cccc(CSc2nc3cc4c(cc3cc2C)OCCO4)c1 | 10 | 0.7
5 | CCOc1cc(CNC(C)(C)CO)cc(Br)c1OCc1ccc(Cl)cc1Cl | 8 | 0.8
6 | O=C(O)/C=C/C(=O)NNc1ncnc2ccccc12 | 8 | 0.6
7 | COc1ccc(OC)c(NC(=O)Nc2cccc3ccccc23)c1 | 6 | -0.2
8 | CCCN(CC1CC1)C(=O)CSc1ncnc2sccc12 | 13 | -0.5
9 | CCCCn1c(N)c(N(CC(C)C)C(=O)C2CCCN(C(=O)c3ccc(Cl)cc3)C2)c(=O)[nH]c1=O (stereo unspecified) | 7 | -2.0
10 | CCOc1ccc2nc(NC(=O)c3ccc(OCC4CCCO4)cc3)sc2c1 (stereo unspecified) | 10 | -0.8
11 | CCCn1c(CCC(=O)O)nc2cc(S(N)(=O)=O)ccc21 | 9 | ·
12 | CCCc1ccc2oc(C(=O)N3CCN(C4CCS(=O)(=O)C4)CC3)c(C)c2c1 (stereo unspecified) | -8 | -1.9
13 | CC1CN(C(=O)CCC(=O)N2CCCCC2)c2ccccc2O1 (stereo unspecified) | 6 | -0.6
14 | COc1ccc(CC(=O)OCN2C(=O)c3ccccc3C2=O)cc1 | 27 | -2.0
15 | O=C(NC1CCN(Cc2ccccc2)CC1)c1cccc(S(=O)(=O)Nc2ccc(F)cc2)c1 | -4 | -0.7
16 | COC(=O)c1c(NC(=O)COc2ccc(Cl)cc2)sc2c1CC(C)(C)NC2(C)C | 22 | -0.5
17 | COc1ccc(-c2nc(-c3ccncc3)no2)cc1 | · | -0.6
18 | COc1ccccc1NCc1ccc([N+](=O)[O-])s1 | 5 | -1.4
19 | CCC(C(=O)NCc1ccco1)N(C(=O)CNS(=O)(=O)c1ccc(F)cc1)c1ccccc1F (stereo unspecified) | 24 | -1.4
20 | COc1ccc(NC(=O)CSc2nnc(-c3ccc(C)cc3)n2N)cc1 | 12 | -1.8
21 | COCCCNC(=O)C1CC(=O)N(c2ccc(C)cc2)C1 (stereo unspecified) | 17 | 0.5
22 | Cc1nc(N)c(Br)c(C)c1Br | 28 | -2.9
23 | COc1ccccc1C(C)NC(=O)Cc1ccc(S(=O)(=O)N2CCOCC2)s1 (stereo unspecified) | 7 | 0.2
24 | O=C(NNC(=O)c1cc(-c2cccc(Br)c2)nc2ccccc12)c1csc(N2CCOCC2)n1 | 31 | -1.7
25 | CCN1CCN(Cc2c(O)ccc3c2O/C(=C\c2ccccc2)C3=O)CC1 | 27 | 5.9
26 | N#CCCN(Cc1ccccc1)C(=S)Nc1ccccc1 | 6 | -0.8
27 | CC1=Nc2cc(C(=O)O)ccc2Sc2ccc(Br)cc21 | 4 | 1.8
28 | Cn1c(CCN2CCOCC2)nc2cc(NC(=O)COc3ccccc3)ccc21 | 6 | -0.1
29 | CCOC(=O)Cn1c(=NC(=O)CSC(C)=O)sc2cc(F)ccc21 | 15 | -1.5
30 | COc1ccc(S(=O)(=O)Cc2ccc(C(=O)N3CCN(c4cc(Cl)ccc4C)CC3)o2)cc1 | 6 | 0.4

Structural class, the entries above containing two or more sulfur atoms.
cpd | SMILES | OX1R antag | STK33 kinase inh
8 | CCCN(CC1CC1)C(=O)CSc1ncnc2sccc12 | 13 | -0.5
23 | COc1ccccc1C(C)NC(=O)Cc1ccc(S(=O)(=O)N2CCOCC2)s1 (stereo unspecified) | 7 | 0.2
29 | CCOC(=O)Cn1c(=NC(=O)CSC(C)=O)sc2cc(F)ccc21 | 15 | -1.5

Following part
cpd | SMILES | OX1R antag | STK33 kinase inh
31 | COc1ccc(N2CCN(c3nc4ccccn4c(=O)c3/C=C(\C#N)S(=O)(=O)c3ccccc3)CC2)cc1 | 2 | -0.8
32 | COc1ccccc1NCC(=O)N/N=C/c1c(O)ccc2ccccc12 | 10 | 0.7
33 | CC12CN(C(=O)c3ccccc3)C3(C#N)CC1CCC23C (stereo unspecified) | -1 | -0.4
34 | Cc1cc(C)nc(SC2=CS(=O)(=O)c3ccccc32)n1 | 18 | 0.1
35 | Cc1ccc(C(=O)N/C(=C/c2cccs2)C(=O)NCCc2c[nH]c3ccccc23)cc1 | 26 | -1.8
36 | O=C(O)CC1(CC(=O)NCc2csc(-c3cccs3)n2)CCCCC1 | 6 | 0.5
37 | CCN(CCCNC(=O)Cn1ncc2c([nH]c3ccccc32)c1=O)Cc1ccccc1 | 19 | -0.5
38 | Nc1nc(CSc2nnnn2-c2ccccc2)nc(N2CCCc3ccccc32)n1 | 83* | 0.9
39 | Cc1cccc(C(=O)NCCN(C)C)c1 | 0 | 0.5
40 | COc1ccc(CNCC(O)(c2ccccc2)c2ccccc2)cc1 | 10 | -2.3
41 | Cn1cc(SCC(=O)NC2CCCCC2)c2ccccc21 | 5 | -2.2
42 | O=C(NNC1=NCCC1)c1cccc(Br)c1 | 7 | -1.9
43 | C[C@@H]1CN([C@@H](C)CO)C(=O)c2cccc(NS(=O)(=O)c3ccc(F)cc3)c2O[C@H]1CN(C)C(=O)NC1CCCCC1 | 12 | -0.5
44 | CC(C)(C)/C=N/NC(=O)CNC(=O)c1ccc2c(c1)OCCO2 | 43 | -0.6
45 | Cc1cccc2c(N=NC(=O)c3ccc(NS(=O)(=O)c4cccs4)cc3)c(O)[nH]c12 | 40* | -0.8
46 | CCc1ccc(CNC(=O)Cn2nc(-c3ccccc3)ccc2=O)cc1 | 21 | -0.8
47 | CC1CCN(c2c(NCC3CCC(C(=O)N4CCc5ccccc5C4)CC3)c(=O)c2=O)CC1 (stereo unspecified) | 23 | 1.2
48 | COc1ccc(NC(=O)c2ccc(S(=O)(=O)N3CCCCC3)cc2)cc1OC | 3 | -1.2
49 | CCS(=O)(=O)NCCCCc1ccccc1 | -1 | -1.8
50 | CCCCC(=O)Nc1cccc(-c2nn3c(C)nnc3s2)c1 | 4 | -0.4
51 | CCOC(=O)Cc1nnc(Nc2ccc(C(=O)NC)cc2)c2ccccc12 | 2 | -2.6
52 | COC1Cc2ccccc2N(C(=O)N2CCN(CCO)CC2)c2ccccc21 (stereo unspecified) | 13 | 1.0
53 | Cc1nn(C)c(C)c1/C=N/N=C1\CCC2C3CCc4cc(O)ccc4C3CCC12C (stereo unspecified) | 29 | -3.0
54 | CCOC(=O)c1c(N)sc(C(=O)Nc2ccccc2F)c1C | 5 | -0.7
55 | O=C(C1CCCC1)N1CCC(CC2CC(c3cccc(Br)c3)=NO2)(C(=O)NCC2CCCCC2)CC1 (stereo unspecified) | 5 | 1.1
56 | CCC(=O)n1nc(-c2cccnc2)nc1NCc1cccs1 | 16 | 4.1
57 | Cc1ccc(N(C(=O)c2csnn2)C(C(=O)NC2CCCCC2)c2ccco2)cc1 (stereo unspecified) | 29 | -0.4
58 | COc1ccc(-c2cn3ccccc3n2)cc1[N+](=O)[O-] | 44 | 2.0
59 | CCC(=O)N(C)CCc1cc2c(c(OC)c1/C=N/NS(=O)(=O)c1ccc(C)cc1)OCO2 | 8 | -3.0
60 | Cc1cc(C)cc(C(=O)N(CCc2ccccc2)C2CC3CCC(C2)N3C)c1 (stereo unspecified) | 13 | -0.9
61 | Cc1ccc(-c2nn(-c3ccc(F)cc3)cc2C(=O)NCC(c2cccs2)N2CCOCC2)cc1 (stereo unspecified) | 1 | -0.2
62 | Cc1nc(N2CCOCC2)[nH]c(=O)c1C(O)C(Cl)(Cl)Cl (stereo unspecified) | 0 | -0.5
63 | Cc1ccc2cc(C#N)c(NCCNC(=O)C3CC3)nc2c1C | 21 | -2.1
64 | Cc1cccc(Nc2nc(-c3ccccc3)cs2)n1 | 39 | -0.9
65 | CCCCn1c(SCC(=O)Nc2cc(C)on2)nc2c1c(=O)n(C)c(=O)n2C | 14 | -1.9
66 | O=C(CN1CCOCC1)Nc1ccc([N+](=O)[O-])cc1Br | 28 | 2.1
67 | Cc1oc2c(c1C(=O)Nc1cccc(C(=O)O)c1)CCCC2 | 36 | -1.3
68 | O=C(NCCc1ccccc1)C1CCN(C2CCN(Cc3ccco3)CC2)CC1 | 14 | -1.4
69 | CCOC(=O)N1CCC(NC(=O)C2CCCN(S(=O)(=O)c3ccc4c(c3)oc(=O)n4C)C2)CC1 (stereo unspecified) | 10 | -2.0
70 | CN(c1ccccc1)S(=O)(=O)c1ccc(C(=O)N2CCN(c3ccccc3Cl)CC2)cc1 | 9 | -1.3
71 | Cc1cc(Nc2ccccc2)nc(-c2ccccc2O)n1 | 27 | 14
72 | CCOC(=O)/C(CCC[N+](C)(CC)CC)=N\O | 6 | -0.4
73 | O=C(COC(=O)C1CCC1)Nc1ccc(Oc2ccccc2)cc1 | 15 | -0.7
74 | CCN(CC)C(=O)c1sc(NC(=O)Cc2cccs2)c(C#N)c1C | 6 | -1.0
75 | O=C(N/N=C\c1cccs1)c1ccccc1-n1cccc1 | 9 | -0.5

Grouped by structure, the compounds so far containing a nitro group on carbon.
cpd | SMILES | OX1R antag | STK33 kinase inh
18 | COc1ccccc1NCc1ccc([N+](=O)[O-])s1 | 5 | -1.4
58 | COc1ccc(-c2cn3ccccc3n2)cc1[N+](=O)[O-] | 44 | 2.0
66 | O=C(CN1CCOCC1)Nc1ccc([N+](=O)[O-])cc1Br | 28 | 2.1

The listing continues.
cpd | SMILES | OX1R antag | STK33 kinase inh
76 | O=C(c1ccccc1Br)N1CCC(c2nc3ccccc3s2)CC1 | 10 | -0.8
77 | CCCCn1nnnc1SCC(=O)Nc1ccc(F)cc1 | 21 | 0.1
78 | CCCc1cc(=O)oc2cc(C)cc(OCC(=O)NCc3cccnc3)c12 | 18 | -0.9
79 | C[C@@H]1COC(=O)[C@@H](CC(=O)OC(C)(C)C)C/C=C\C[C@@H](CC(=O)N[C@@H](CO)Cc2ccccc2)C(=O)N1 | 7 | -1.0
80 | CC(C)=CCN1CCNC(=O)C1CC(=O)NCc1nc(C)c(C)s1 (stereo unspecified) | 17 | -0.9
81 | CCc1nc(NCCN)c(C#N)c2c1CSC(C)(C)C2 | 7 | 0.3
82 | COCCOc1cc(NC(=O)CS(=O)CC(=O)N(C)C)c(Cl)cc1Cl (stereo unspecified) | 12 | 0.2
83 | COCCNCc1ccccc1[N+](=O)[O-] | 21 | 0.5
84 | O=C(Nc1nncs1)C(Sc1ccccc1)c1ccccc1 (stereo unspecified) | 18 | -0.1
85 | CCOC(=O)c1cnc2ccc(C(=O)OC)cc2c1Nc1ccc(C(=O)O)cc1 | 8 | 2.8
86 | Cc1ccc(S(=O)(=O)N2CCCCC2)cc1NC(=O)CSc1nncn1-c1ccccc1 | 7 | -2.6
87 | CCN(CC)S(=O)(=O)c1cccc(C(=O)OCC(=O)c2ccc3c(c2)NC(=O)CO3)c1 | 7 | -0.5
88 | COc1cccc(C2CC(c3cccs3)=NN2C(=O)CSc2nc3ccccc3s2)c1OC (stereo unspecified) | 17 | -1.3
89 | CCc1ccc(Nc2nnc(SCC(=O)c3c(N)n(C4CC4)c(=O)[nH]c3=O)s2)cc1 | 6 | 0.0
90 | Cc1nn(Cc2ccc(F)cc2)c(C)c1NC(=O)C1c2ccccc2Oc2ccccc21 | 24 | 3.3
91 | O=C(Cn1ccc([N+](=O)[O-])n1)N1CCCCCC1 | 26 | 0.2
92 | O=C(CSc1nnnn1-c1cccnc1)NCc1cccs1 | 21 | -0.5
93 | CS(=O)(=O)c1ccc2nc(NC(=O)Nc3ccccc3F)sc2c1 | 23 | 1.0
94 | Cc1ccc(CNC(C)(C)CO)cc1 | 7 | -1.4
95 | CNC(=O)c1sc(=S)n(-c2ccc(OC)cc2)c1N | 27 | -1.3
96 | CC(=O)c1cccc(NC(=O)C(C)OC(=O)c2ccc(Br)o2)c1 (stereo unspecified) | 0 | 0.3
97 | COC(=O)C1CCN(C(=O)N2CCOCC2)CC1 | 25 | -2.7
98 | O=C(COc1ccccc1)Nc1c(C(=O)N2CCC(N3CCCCC3)CC2)oc2ccccc12 | 13 | -0.4
99 | C[N+](C)(CC#N)C/C=C\c1ccccc1 | 20 | ·
100 | Cc1nc(SCC(=O)NC(=O)NCCC(C)C)c2c(-c3cccs3)csc2n1 | 10 | -1.8
101 | CCS(=O)(=O)C1=NSC2=NC(=O)/C(=C\c3ccc(OS(=O)(=O)c4ccccc4)cc3)C(=N)N21 | 18 | 2.2
102 | O=C1CCC2(C(=O)O)Sc3ccccc3N12 (stereo unspecified) | 8 | -1.1
103 | CCOC(=O)[C@@H]1[C@H]2COc3ccc(Br)cc3[C@@H]2N2C(=O)N(c3cccc(Cl)c3)C(=O)[C@@]12C | 8 | -1.8
104 | COc1ccc(CNC(=O)CSc2ncn[nH]2)cc1OC | 14 | -0.1
105 | CSc1nnc(-c2sccc2-n2cccc2)o1 | 6 | 4.7
106 | Cc1cccc(-c2nc(CNC(=O)c3ccco3)cs2)c1 | 0 | -1.2
107 | O=C(CN1C(=O)/C(=C/c2ccccc2)SC1=S)NC1C=CS(=O)(=O)C1 (stereo unspecified) | 38 | -1.1
108 | COc1cc(-c2noc(C)n2)cc(OC)c1OC | -1 | -0.1
109 | CCN1CCN(c2nc(N)c([N+](=O)[O-])c(Nc3ccc(C)cc3)n2)CC1 | 12 | -1.8
110 | COCC(=O)N1CCC(Oc2ccc(C(=O)NCc3cnc(C)cn3)cc2)CC1 | 12 | -2.7
111 | Cc1ccccc1C(=O)Nc1ccc2c(c1)CCCN2C(=O)c1cccs1 | 20 | 0.4
112 | O=C(Nc1ccc(Cl)cc1)c1ccc(CN2CCc3ccccc3C2)cc1 | 3 | -1.3
